Screening data (PubChem)
VLA-4 inh = inhibition in a human VLA-4 binding assay. P13612. VLA-4 expressing cells, ligand binding flow cytometry. inhibition, % (about 7 µM as worked out from the volumes in the protocol). 330,000 tested, 0.2% active. AID 2557; in the data active = inhibition above about 50%
MEX-5 binding = C. elegans MEX-5 TCR-2 RNA binding activity | MEX-5/FITC-TCR2 RNA binding, fluorescence polarization; stronger effect = lower value | activity score (negative = inhibition of binding), % at 10 µM | 300,000 tested, 0.38% active | AID 1832;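 active = inhibition past about -25% in most replicates, and total fluorescence under double the plate's negative control median, limit read from the data; inconclusive = replicates evenly split on the limit, or fluorescence at least double controls; inactive = too little inhibition in most replicates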;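 note: 0% = DMSO and -100% = 5 µM competing unlabeled TCR2 RNA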
Target sequence (Q9XUB2 whole entry, looked up): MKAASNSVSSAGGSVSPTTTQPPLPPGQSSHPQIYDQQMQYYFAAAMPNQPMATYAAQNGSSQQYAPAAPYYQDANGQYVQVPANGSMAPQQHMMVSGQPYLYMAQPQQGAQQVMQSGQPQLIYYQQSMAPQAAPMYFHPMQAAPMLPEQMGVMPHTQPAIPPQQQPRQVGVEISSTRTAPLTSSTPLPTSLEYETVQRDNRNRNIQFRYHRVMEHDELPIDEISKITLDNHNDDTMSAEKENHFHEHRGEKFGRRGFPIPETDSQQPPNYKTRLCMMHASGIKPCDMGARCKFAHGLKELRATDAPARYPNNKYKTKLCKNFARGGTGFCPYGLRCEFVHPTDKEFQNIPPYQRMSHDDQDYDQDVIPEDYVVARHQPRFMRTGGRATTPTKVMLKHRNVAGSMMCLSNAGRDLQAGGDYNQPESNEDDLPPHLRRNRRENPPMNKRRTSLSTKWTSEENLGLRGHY
Fam108B counter = counter-screen for RBBP9 inhibitors: inhibitors of mouse Fam108B; recombinant Fam108B, FP-Rh probe fluorescence polarization; inhibition, % at 9.51 µM; 300,000 tested, 0.33% active;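 active = inhibition above the screen mean inhibition plus 3 SD, computed separately per campaign, cut at about 18% in these data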;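 note: inhibitors lower polarization as less probe binds the enzyme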
BCLXL inh = inhibitors of human Bcl-xL. Q07817. GST-Bcl-xL / FITC-Bim BH3 peptide fluorescence polarization. inhibition, % at 10.9 µM. 320,000 tested, 0.7% active. AID 2129;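 active = inhibition above the mean of all tested compounds plus 3 SD, cutoff set per campaign, cut at about 30% in these data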;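 note: 0% = DMSO wells and 100% = unlabeled Bim-BH3 peptide competitor; inhibitors lower millipolarization by displacing the labeled peptide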
Target sequence (Q07817 whole entry, looked up): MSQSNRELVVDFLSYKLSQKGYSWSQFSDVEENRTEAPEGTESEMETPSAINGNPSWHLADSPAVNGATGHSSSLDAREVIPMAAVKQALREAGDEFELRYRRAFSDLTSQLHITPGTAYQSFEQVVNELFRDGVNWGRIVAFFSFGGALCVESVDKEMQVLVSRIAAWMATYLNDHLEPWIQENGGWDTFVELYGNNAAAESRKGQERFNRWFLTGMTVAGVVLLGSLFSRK
GLD-1 RNA inh = GLD-1-TGE RNA interaction inhibition (C. elegans) | Q17339 | purified GLD-1 + fluorescein TGE RNA, fluorescence polarization | inhibition, % at 5.96 µM | 320,000 tested, 0.44% active;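 active = percent inhibition above a per-plate cutoff, the plate mean of test compounds plus 3 SD, cut at about 30% in these data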;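 note: 0% = DMSO wells with GLD-1 and probe and 100% = wells lacking GLD-1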
Efflux pump inh = antifungal efflux pump inhibition, Nile Red retention. S. cerevisiae Candida pump triplex. inhibition, % at 10 µM. 330,000 tested, 0.44% active. AID 485275;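 active = plate passing quality check with inhibition over a set limit, or well fluorescence over plate mean plus 4 SD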;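 note: Nile Red retained in pooled yeast measured as flow cytometry median fluorescence; 0% = buffer negative control and 100% = Enniatin B positive control; higher means more Nile Red kept so more efflux inhibition; some compounds called inactive have numbers as strong as hits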
PME-1 inh = blocks human protein phosphatase methylesterase 1. recombinant PME-1, FP-Rh probe fluorescence polarization. 320,000 tested, 0.53% active. inhibition, % at 5.9 µM. Q9Y570;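 active = inhibition above the campaign mean of all compounds plus 3 SD, cut at about 26% in these data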;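 note: competitive labeling of PME-1 active site by serine hydrolase directed probe; 0% = PME-1 with DMSO and 100% = wells lacking PME-1 enzyme; inhibitors block probe labeling so polarization falls and inhibition rises; many of its hits are not listed in these tables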
Target sequence (Q9Y570 whole entry, looked up): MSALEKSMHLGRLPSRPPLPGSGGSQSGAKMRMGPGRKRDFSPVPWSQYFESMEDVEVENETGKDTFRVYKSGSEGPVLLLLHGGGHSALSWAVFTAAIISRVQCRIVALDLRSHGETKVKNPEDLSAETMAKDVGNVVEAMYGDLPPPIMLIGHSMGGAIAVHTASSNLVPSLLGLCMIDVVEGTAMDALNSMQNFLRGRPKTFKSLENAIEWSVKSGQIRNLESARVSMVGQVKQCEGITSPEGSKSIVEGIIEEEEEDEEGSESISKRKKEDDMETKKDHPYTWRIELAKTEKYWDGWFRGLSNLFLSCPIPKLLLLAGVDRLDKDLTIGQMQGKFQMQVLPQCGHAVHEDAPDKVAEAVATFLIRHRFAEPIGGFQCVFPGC
MCL1-BIM inh = disrupts human MCL1 binding to BIM-BH3 peptide. inhibition, % at 10.9 µM. 320,000 tested, 0.68% active. AID 2057. GST-MCL1 / FITC-Bim-BH3 fluorescence polarization;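 active = inhibition above the mean inhibition of all tested compounds plus 3 SD, set per campaign, cut at about 40% in these data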;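 note: 0% = DMSO wells and 100% = unlabeled Bim-BH3 peptide control; higher means more loss of mP so more displacement of Bim peptide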
GRK2 aptamer HTS = blocks RNA aptamer binding to human GRK2 | 330,000 tested, 0.59% active | AID 488847 | inhibition of aptamer binding, % at 10 µM | bead flow cytometry, FAM-aptamer displacement from GRK2 | P25098;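 active = inhibition of aptamer binding above 40%, roughly 3 SD of noise, on plates passing a quality check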;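 note: median bead fluorescence of bound FAM aptamer so fluorescent compounds give negative values; no value below 0 was filed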
* marks the source's active call; other numbers are inactive results; ? = inconclusive; / = no result given. These rows are one share of the data; the hit share may differ from the screen's.

SMILES | VLA-4 inh | MEX-5 binding | Fam108B counter | BCLXL inh | GLD-1 RNA inh | Efflux pump inh | PME-1 inh | MCL1-BIM inh | GRK2 aptamer HTS
CCCNC(=O)N1[C@H]2CC[C@@H]1C(C(=O)OC)=C(c1cc3ccccc3o1)C2 | 22 | 1.4 | -5 | 3 | 1 | -0.1 | 1 | 6 | 2
COC(=O)C1=C(c2ccc(F)cc2OCc2ccccc2)C[C@@H]2CC[C@H]1N2C(=O)NCCO | 5 | / | / | -6 | 7 | 0.1 | -1 | -2 | 3
CC(O)(CS(=O)(=O)c1cccc(C(F)(F)F)c1)C(=O)Nc1ccc(C(F)(F)F)cc1 (centres undefined) | 0 | -3.8 | -2 | -3 | 2 | -0.3 | 0 | -2 | 0
COC(=O)C1=C(c2ccccc2)C[C@@H]2CC[C@H]1N2C(=O)NCc1ccc(C(F)(F)F)cc1 | -6 | -1.3 | 1 | 5 | 8 | 0.0 | 8 | 5 | 0
O=C1NC(=O)C(=Cc2ccc3c(c2)OCO3)C(=O)N1 | 1 | -6.0 | 0 | -4 | -4 | -0.1 | -2 | -4 | 0
COC(=O)C1=C(c2ccc(OC(F)(F)F)cc2)C[C@@H]2CC[C@H]1N2C(=O)N1CCCCC1 | 22 | / | / | 4 | 1 | 0.3 | -3 | 5 | 6
CCN(CCO)c1ccc(N=Cc2c(O)n(C)c(=S)[nH]c2=O)cc1 | -14 | 8.1 | -3 | -13 | 2 | 0.1 | 2 | -41 | 1
COCCCn1c(N)c(C(=O)NCCC(C)C)c2nc3ccccc3nc21 | -20 | 3.6 | 2 | 5 | 2 | 0.1 | 7 | 7 | 0
N#CC(C#N)=NNc1ccc(S(N)(=O)=O)cc1 | 8 | ? | 7 | 16 | 1 | -0.1 | 6 | 20 | 4
CCS(=O)(=O)NCc1nnc2n1-c1ccc(Br)cc1C(c1ccccc1Cl)=NC2 | 1 | -0.4 | 2 | 3 | 1 | -0.1 | 0 | 2 | 2
O=C(NC1CN2CCC1CC2)c1ccc(-c2ccc([N+](=O)[O-])cc2)o1 (centres undefined) | 6 | -2.0 | -8 | 5 | 6 | -0.1 | -5 | 6 | 0
O=[N+]([O-])c1ccc(C2[C@H]3C(c4ccccc4)=NC4(CCCCC4)N23)cc1 (some centres undefined) | 4 | -1.5 | 1 | 3 | 4 | 0.1 | 1 | -6 | 2
NC1CCc2cc(O)c(O)cc2C1 (centres undefined) | -4 | / | -8 | 16 | 12 | 0.0 | -4 | 14 | 0
O=c1c2ccccc2nc(Cc2ccccc2)n1-c1cccc(O)c1 | 1 | 0.0 | 3 | 6 | 8 | 0.1 | -7 | -1 | 3
CCCCn1c(N)c(C(=O)NCc2cccs2)c2nc3ccccc3nc21 | -2 | -5.7 | -1 | 5 | 11 | -0.3 | 8 | 4 | 1
Clc1ccc2c(c1)C(c1ccccc1Cl)=NCc1nnc(N3CCN(CCOc4ccccc4)CC3)n1-2 | -15 | 0.9 | 2 | 8 | 7 | -0.2 | 3 | 4 | 1
O=c1[nH]c(=S)n(-c2ccccc2)c(O)c1/C=N/N1CCOCC1 | -16 | -1.4 | -3 | 3 | 2 | 0.6 | 1 | 0 | 0
CC(C)CCNC(=O)c1cc(C(=O)c2cc(Br)ccc2O)cn(CCC(C)C)c1=O | -3 | 0.4 | -4 | 4 | -7 | -0.1 | -7 | -7 | 0
CCCCCCC(=O)N/N=C/c1c(O)n(C(C)CC)c(=S)[nH]c1=O (centres undefined) | 3 | / | 0 | -1 | -4 | 0.0 | 0 | 0 | 0
CC(C)N1CCN(Cc2ccccc2C(F)(F)F)CC1CCO (centres undefined) | 21 | 1.4 | 2 | 1 | 5 | -0.1 | 0 | 6 | 0
CCOc1cc2c(cc1OCC)-n1cccc1C(c1ccc(OC(F)F)cc1)NC2 (centres undefined) | 14 | -1.1 | -1 | 0 | 4 | 0.3 | 0 | -2 | 0
Nc1ccnn1C1CCNCC1 | 16 | 2.0 | 3 | 3 | 0 | 0.0 | -3 | -6 | 0
CCOC(=O)c1nsnc1NCCCl | 7 | 0.2 | -7 | 1 | 9 | 0.0 | -7 | -3 | 0
COc1cc(OC)c(OC)cc1C=O | -1 | / | / | / | 0 | -0.1 | / | / | 2
O=C(CCc1nnc2ccc(NCc3ccccc3Cl)nn12)N1CCC2(CC1)OCCO2 | 7 | 2.4 | -1 | 3 | 5 | -0.1 | -4 | -3 | 0
COc1ccc(N=Cc2c(O)n(C)c(=O)[nH]c2=O)cc1 | -5 | 13 | -2 | 2 | -2 | 0.1 | -1 | -4 | 1
C[N+](C)(C)CCOC(=O)CBr | -3 | / | 0 | -1 | 2 | 0.0 | 0 | -1 | 14
O=c1c2ccccc2nc(Cc2ccccc2)n1-c1ccccc1 | 14 | -1.2 | / | / | / | -0.1 | / | / | 0
Cc1ccc(-n2c(C)nc3ccccc3c2=O)c(C)c1 | -6 | -2.0 | 2 | 5 | 5 | 0.0 | 1 | 2 | 1
CN1C(C(=O)N2CCC3(CC2)OCCO3)=CC(c2ccc(F)cc2)=NS1(=O)=O | -14 | 2.8 | 5 | 6 | 1 | 0.0 | 2 | -1 | 0
O=c1[nH]c(=O)n(CCc2ccccc2)c(O)c1C=NC1CC1 | -22 | 2.0 | 1 | -3 | 4 | 0.1 | 2 | -6 | 1
COCCCN=Cc1c(O)[nH]c(=S)[nH]c1=O | -11 | 2.7 | 3 | 3 | -3 | -0.2 | 3 | 4 | 4
COc1ccc(C(=O)C2CCCN(Cc3ccc(F)cc3F)C2)cc1F (centres undefined) | 6 | -0.9 | / | / | / | -0.1 | / | / | 2
O=[N+]([O-])c1ccc(N2CCCC2)cc1N/N=C1\CN2CCC1CC2 | -5 | -0.7 | 3 | 3 | 0 | 0.1 | 3 | 3 | 0
C=CCc1cc(C=C2C(=O)N(C)C(=O)N(C)C2=O)cc(OCC)c1OCc1ccccc1 | -7 | 4.0 | 3 | -2 | -2 | 0.1 | 4 | -10 | 2
COc1ccc(NS(=O)(=O)c2ccc(OCC(=O)N3CCN(C)CC3)cc2)cc1Cl | 16 | 1.0 | 0 | 4 | 1 | -1.8 | 4 | 5 | 0
CC(=O)N(C)CC#CCN1CCCC(CO)C1 (centres undefined) | 12 | 2.5 | 2 | 6 | -3 | -0.1 | 4 | 1 | 4
O=C1NC(=O)C(CCc2ccncc2)(CCc2ccccn2)C(=O)N1c1ccc(Br)cc1 (centres undefined) | 4 | 2.9 | -4 | 6 | -4 | 0.1 | -3 | -5 | 0
CCCCC(=O)N/N=C/c1c(O)n(-c2ccccc2)c(=O)[nH]c1=O | 1 | -0.3 | 3 | 8 | 2 | 0.1 | 5 | 7 | 0
CCOP(=O)(OCC)C(NC(=O)c1ccccc1)=C(Cl)Cl | 8 | -0.5 | -3 | 3 | 2 | 0.5 | -1 | 2 | 0
COc1ccc(NC(=O)N2CCC3(CC2)OCCO3)cc1 | 20 | 1.7 | 10 | 2 | -3 | -0.2 | 2 | 11 | 1
COc1ccccc1OCCCn1cc(C(C)=O)c2ccccc21 | -4 | 2.7 | 2 | 2 | 5 | 0.0 | 10 | 7 | 2
CN(C)C(=O)Oc1ccc(OCc2nc3ccccc3[nH]2)cc1 | 6 | -1.5 | -8 | 6 | -3 | 1.2 | 1 | 5 | 2
O=C1NC(=O)N(c2ccc(Cl)cc2)C(=O)/C1=C\c1ccc(Sc2nc3ccccc3[nH]2)o1 | 4 | 0.9 | -20 | 59* | -8 | -0.2 | -78 | 74* | 7
c1cnc2c(c1)ccc1ncccc12 | 2 | -1.5 | 3 | -1 | 8 | 0.1 | 0 | -1 | 1
CC(=O)Nc1cc(C(=O)N2CCC3(CC2)OCCO3)ccc1S(=O)(=O)c1ccc(C)cc1 | 3 | 1.7 | 3 | -3 | 1 | 0.1 | 2 | 0 | 0
CC1(C)OC1COc1c2occc2cc2ccc(=O)oc12 (centres undefined) | -9 | 1.3 | 6 | 3 | -7 | -0.1 | 6 | 3 | 0
Cc1ccccc1NC(=O)COC(=O)c1cc(C)n(C2CC2)c1C | -7 | / | / | 3 | -2 | 0.2 | 2 | -4 | 4
Cc1ccc(/C=C2\C(=O)NC(=S)N(c3ccc(F)cc3)C2=O)s1 | 22 | -0.3 | -3 | 15 | -8 | -0.1 | -5 | 21 | 4
CC1(C)COC(Nc2ccc(Cl)cc2)=N1 | 12 | -0.7 | 4 | 4 | 1 | 0.0 | -4 | 1 | 0
COC(=O)C1=C(c2cccc(C#N)c2)C[C@@H]2CC[C@H]1N2C(=O)NCc1cc(C)oc1C(F)(F)F | 9 | / | / | 1 | -5 | 0.6 | -4 | 2 | 0
Cc1cccc(CN2CCN(CC(=O)N3CCC4(CC3)OCCO4)C2=O)c1 | 8 | 2.4 | -3 | 1 | 5 | 0.1 | 3 | 4 | 0
Clc1ccccc1CNC1CN2CCC1CC2 (centres undefined) | -3 | -4.4 | 1 | 0 | -1 | 0.3 | 0 | 5 | 3
COc1ccc(-n2c(Cc3ccccc3)nc3ccccc3c2=O)cc1 | 2 | -0.9 | 6 | 6 | 7 | -0.2 | 3 | 3 | 0
O=C(O)c1cc2ccccc2oc1=O | 31 | -0.1 | -1 | -2 | 5 | -0.1 | 1 | -4 | 0
Cc1nc2cc([N+](=O)[O-])ccc2c(=O)n1-c1ccccc1[N+](=O)[O-] | -1 | -1.4 | 2 | 6 | 10 | 0.0 | 0 | 2 | 1
CCCCCCn1c(O)c(C=Nc2ccccc2N2CCOCC2)c(=O)[nH]c1=S | -60 | -31* | 1 | 0 | -3 | -0.1 | -5 | -2 | 0
CC(=O)Nc1cc([As](=O)(O)O)ccc1O | 0 | 1.8 | -3 | 0 | 0 | 0.0 | 0 | 6 | 1
CN1CCN(c2ccc([N+](=O)[O-])c(Sc3nncn3C)c2)CC1 | -2 | -2.6 | 1 | 0 | 1 | -0.2 | 5 | -1 | 0
CSc1ncc(CN2CCCC(C(=O)c3sccc3C)C2)cn1 (centres undefined) | -2 | 5.0 | 1 | -1 | 5 | -0.1 | 0 | 0 | 6

Continued:
SMILES | VLA-4 inh | MEX-5 binding | Fam108B counter | BCLXL inh | GLD-1 RNA inh | Efflux pump inh | PME-1 inh | MCL1-BIM inh | GRK2 aptamer HTS
CCN(CC)S(=O)(=O)c1cc(NC(=O)C(C)N2CC=C(c3ccccc3)CC2)ccc1C (centres undefined) | 8 | 0.1 | -13 | -6 | 4 | 0.7 | 47* | -3 | 0
COC(=O)[C@@H]1C[C@@]1(C)[C@@H](NP(=O)(c1ccccc1)c1ccccc1)c1ccccc1 | 5 | -4.1 | -2 | -1 | 4 | 0.2 | 8 | -10 | 1
COCCCn1c(N)c(C(=O)OCCOC)c2nc3ccccc3nc21 | 23 | -0.6 | 0 | 8 | 2 | -0.2 | 4 | 5 | 2
Cn1cnnc1Sc1cc(N2CCNCC2)ccc1[N+](=O)[O-] | 8 | -1.2 | 3 | 4 | -4 | -0.1 | 5 | -4 | 0
Cc1ccc(C2C(=O)NC(=O)NC2=O)cc1 | 2 | -1.9 | 3 | 1 | 9 | 0.2 | 4 | -9 | 0
Cn1ccc(NC(=O)CCl)n1 | 20 | 1.3 | -2 | 1 | -14 | 0.0 | -1 | -6 | 0
